STK33 kinase inh: human STK33 kinase inhibition | Q9BYT3 | purified STK33, MBP phosphorylation, ADP-Glo luminescence | inhibition, % at 10 µM | hit rate 0.073% among 320,000 | AID 2661;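 active = inhibition at or above 25%, using the most active replicate where run in duplicate; inactive = inhibition below 25%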
Target sequence (Q9BYT3 whole entry, looked up): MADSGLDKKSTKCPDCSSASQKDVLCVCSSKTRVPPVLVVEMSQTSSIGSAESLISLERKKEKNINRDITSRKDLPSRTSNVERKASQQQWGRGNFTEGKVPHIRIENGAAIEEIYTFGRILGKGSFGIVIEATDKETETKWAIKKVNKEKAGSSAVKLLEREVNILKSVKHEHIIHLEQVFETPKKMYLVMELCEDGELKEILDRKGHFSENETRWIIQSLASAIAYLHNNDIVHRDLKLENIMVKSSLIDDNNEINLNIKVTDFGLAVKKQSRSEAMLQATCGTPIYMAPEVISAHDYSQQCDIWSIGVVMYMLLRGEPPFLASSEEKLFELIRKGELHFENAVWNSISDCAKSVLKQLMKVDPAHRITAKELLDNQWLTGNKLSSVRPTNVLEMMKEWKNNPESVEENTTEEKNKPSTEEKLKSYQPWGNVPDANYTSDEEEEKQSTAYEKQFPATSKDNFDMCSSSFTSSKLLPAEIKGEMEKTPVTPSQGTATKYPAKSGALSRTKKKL
OX1R FRET antag: OX1R (human) antagonism | O43613 | OX1R-expressing cells, FRET antagonist read-out | inhibition, % at 6.6 µM | hit rate 1.8% among 330,000 | AID 485270; in the data active = inhibition mostly above about 38%, no sharp cut-off; inactive = mostly below about 40%;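 also: 0% = agonist challenge alone and 100% = reference antagonist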
Target sequence (O43613 whole entry, looked up): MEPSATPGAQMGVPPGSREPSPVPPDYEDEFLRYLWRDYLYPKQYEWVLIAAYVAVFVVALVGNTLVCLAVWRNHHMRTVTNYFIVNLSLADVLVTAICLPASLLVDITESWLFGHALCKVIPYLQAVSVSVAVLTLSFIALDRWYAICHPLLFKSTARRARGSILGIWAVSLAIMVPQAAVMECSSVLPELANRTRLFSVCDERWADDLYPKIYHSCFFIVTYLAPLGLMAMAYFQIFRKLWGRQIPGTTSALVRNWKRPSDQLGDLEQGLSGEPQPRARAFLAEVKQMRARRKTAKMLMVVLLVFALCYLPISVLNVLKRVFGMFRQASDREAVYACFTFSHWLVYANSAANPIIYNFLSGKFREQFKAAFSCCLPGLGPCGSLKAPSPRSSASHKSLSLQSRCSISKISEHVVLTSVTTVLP
Numbers without * were called inactive; nt = no result given; & = joins results of further samples. Not a hit list, and some 1.8% of all compounds hit somewhere here.

item	Compound	OX1R FRET antag	STK33 kinase inh
1	O=[N+]([O-])c1ccc(-c2cnc(SCc3ccccc3Cl)[nH]2)cc1	56	-0.1
2	CCC(C)NC(=O)C1CCN(S(=O)(=O)c2cccc3cccnc23)CC1 (stereo not drawn)	11	1.2
3	CCOc1cc(/C=N/NC(=O)CCc2n[nH]c(=O)[nH]c2=O)ccc1O	29	1.8
4	CCOC(=O)c1sc(Nc2ccc(F)cc2)nc1C	34	nt
5	O=C(NCCc1ccccc1F)C1CCC(=O)N(CCCN2CCCC2=O)C1 (stereo not drawn)	0	-0.9
6	O=C(c1ccc(F)cc1)N1CCCC(c2nc(-c3ccncc3)no2)C1 (stereo not drawn)	12	0.6
7	COc1ccc(C2NC(=O)c3sc4nc(C)c(C(C)=O)c(-c5ccc(Cl)cc5)c4c3N2)cc1 (stereo not drawn)	40	-1.6
8	O=C(O)CCC(=O)Nc1ccc(F)cc1	13	0.0
9	CNC(=O)C12N=CNN=C1N(C)C(=O)N2C (stereo not drawn)	30	-0.3
10	Cc1c(NC(=O)C(c2ccccc2)c2ccccc2)cccc1C(=O)O	20	-0.9
11	Cc1nc(C(C)N(C)Cc2nc(Cc3ccccc3F)no2)c(C)s1 (stereo not drawn)	12	-1.7
12	CCOP(=O)(OCC)C(Nc1cccc(C(F)(F)F)c1)c1ccc(F)cc1 (stereo not drawn)	17	-0.3

Carrying on:
item	Compound	OX1R FRET antag	STK33 kinase inh
13	O=c1[nH]c(S)c(/C=C2\C=Nc3ccccc32)s1	27	2.2
14	Cc1ccc(NC(=O)CSC(C)C(=O)OCC(=O)N2CCN(C(=O)c3ccco3)CC2)cc1 (stereo not drawn)	21	-3.6
15	COc1ccc(CNC(=O)C2CC(C)=C(C)CC2C(=O)O)cc1OC (stereo not drawn)	9	-0.8
16	O=C(CCNC(=O)c1ccco1)Nc1ccc(OC(F)F)c(Cl)c1	19	-1.9
17	c1cncc(C(c2nnnn2C2CCCC2)N2CCN(Cc3ccc4c(c3)OCO4)CC2)c1 (stereo not drawn)	0	-1.3
18	COc1ccc(NC(=O)N(C2CCCCC2)C(C)c2ccco2)c(OC)c1 (stereo not drawn)	7	-1.1
19	CCCC(=O)Nc1ccc(Br)cn1	5	-0.3
20	O=C(NCc1ccccc1)C1(C(F)(F)F)C/C(=C/CCO)CCCO1 (stereo not drawn)	14	0.2
21	CCOc1ccc(-c2cc(N)n(S(=O)(=O)c3cccc4nsnc34)n2)cc1	18	-1.1
22	CC(C)(C)c1cc[n+](-c2nc([O-])sc2C=O)cc1	79*	-1.3
23	Cc1ccc(C(=O)C2=C(O)C(=O)N(c3ncccn3)C2c2ccc(Cl)cc2)o1 (stereo not drawn)	17	-0.9
24	COc1ccc(O)c(C=Nc2cc(C)on2)c1	7	-1.4

Fetched by compound from the entries so far, three records:
item	Compound	OX1R FRET antag	STK33 kinase inh
23	Cc1ccc(C(=O)C2=C(O)C(=O)N(c3ncccn3)C2c2ccc(Cl)cc2)o1 (stereo not drawn)	17	-0.9
21	CCOc1ccc(-c2cc(N)n(S(=O)(=O)c3cccc4nsnc34)n2)cc1	18	-1.1
17	c1cncc(C(c2nnnn2C2CCCC2)N2CCN(Cc3ccc4c(c3)OCO4)CC2)c1 (stereo not drawn)	0	-1.3

More records.
item	Compound	OX1R FRET antag	STK33 kinase inh
25	CCC(C)(C)NC(=O)C(OC(=O)c1ccco1)c1ccccc1OC (stereo not drawn)	18	-5.4
26	CCOc1ccccc1N=c1oc2cc(O)ccc2cc1C(=O)NCC1CCCO1 (stereo not drawn)	5	-0.6
27	N/C(COc1ncn(-c2ccccc2)n1)=N\S(=O)(=O)c1ccc(Cl)cc1Cl	10	-0.6
28	CC(NC(=O)CN(c1ccccc1F)S(C)(=O)=O)c1ccccc1 (stereo not drawn)	12	-1.6
29	CC1CCCCN1C(=O)CSc1nc(C2CC2)nc2ccccc12 (stereo not drawn)	19	1.2
30	CN1CCN(NC(=O)COc2cccc(C(F)(F)F)c2)CC1	13	-0.7
31	O=C(Cn1cccc1C(=O)c1ccccc1)NCCCN1CCc2ccccc2C1	7	-1.7
32	CC(NC(=O)C(=O)c1cn(CC(=O)N2CCOCC2)c2ccccc12)c1ccccc1 (stereo not drawn)	1	-1.6
33	Cc1ccc(NC(=O)Cc2nnc(SCC(=O)NC3=NCCS3)n2C)cc1	22	0.7
34	CN(C(=O)Cc1c[nH]c2ccccc12)C(C(=O)Nc1ccc2c(c1)OCO2)c1ccccc1 (stereo not drawn)	21	0.6
35	CC(C)C[C@@H]1CN=C(N)N1C[C@@H]1CCCN1C[C@@H](C(C)C)N1C[C@@H](Cc2ccccc2)N(CCc2ccc(Cl)c(Cl)c2)C1=N	6	nt
36	Cc1ccc(NC(=O)CCn2c(=O)oc3ccccc32)cc1	23	-0.2

Next part
item	Compound	OX1R FRET antag	STK33 kinase inh
37	COc1ccccc1NC(=S)N(Cc1ccc(C)cc1)Cc1cccnc1	25	-1.0
38	Fc1ccc(CNC(=S)Nc2ccc(OC(F)F)cc2)cc1	0	1.8
39	CN[C@@H](C)C(=O)NC[C@H]1O[C@@H](n2cnc3c(N)ncnc32)[C@H](O)[C@@H]1O	2	nt
40	CCN(CCCNC(=O)C1CCN(S(=O)(=O)N2CCC3(CC2)OCCO3)CC1)c1ccccc1	8	0.7
41	CCOC(=O)C1=CC[C@H]2c3c(c4ccccc4n3C)C(=O)C1N2Cc1ccccc1	9	-0.4
42	Cc1ccc(NC(=O)CCc2nnc3ccc(NCc4ccco4)nn23)cc1F	17	-1.7
43	COCCCNC(=O)c1ccccc1NS(C)(=O)=O	19	-0.1
44	NC(=O)c1ccccc1OCC(=O)NS(=O)(=O)c1ccc(Cl)cc1	0	9.5
45	COc1ccccc1C(=O)NCCC(=O)NCc1cccnc1	11	-0.2
46	CCOc1ccc(C(=O)Nc2cc3c(cc2N2CCCC2)n(CC)c(=O)n3CC)cc1OCC	8	2.5
47	COc1ccc(C(=O)NCc2nnc(SCC(=O)N3CCOCC3)o2)cc1	10	-1.4
48	COCCCN(C(=O)C1CCC1)c1c(N)n(Cc2ccccc2)c(=O)[nH]c1=O	10	-0.3

(list continues)
item	Compound	OX1R FRET antag	STK33 kinase inh
49	CC(=O)Nc1ccc(C(O)(C(F)(F)F)C(F)(F)F)cc1	36	-1.1
50	O=C(c1ccc(OC2CCN(Cc3ccccc3O)CC2)cc1)N1CCCCC1	12	-0.1
51	COc1ccc(CCn2c(=N)c(C(=O)NCC3CCCO3)cc3c(=O)n4cccc(C)c4nc32)cc1 (stereo not drawn)	35*	-0.6
52	O=c1[nH]c(-c2ccc(O)cc2)nc2scc(-c3cccs3)c12	36	-1.1
53	Cc1ccc(NC(=O)c2cc(S(=O)(=O)N3CCc4ccccc43)cn2C)cc1C	10	-0.7
54	CSc1ccc(Cl)c(C(=O)Nc2ccc(N3CCOCC3)cc2)c1	7	-2.1
55	CCCNC(=O)c1c(O)c2cccc3c2n(c1=O)CCC3	nt	-1.9
56	CC1CCN(C(c2ccc(N(C)C)cc2)c2nnnn2Cc2ccc(F)cc2)CC1 (stereo not drawn)	20	0.4
57	O=C(O)Cn1ncc2c1-c1ccoc1CC2	6	-0.6
58	O=C(Cn1cnc2cc([N+](=O)[O-])ccc2c1=O)Nc1ccc2c(c1)CCC2	19	-0.7
59	COc1ccc(/C=C/C(=O)O)cc1S(=O)(=O)NCC1CCCO1 (stereo not drawn)	8	-0.6
60	COc1ccc(-c2[nH]c(-c3cc(OC)c4c(c3)OCO4)nc2-c2ccccc2)cc1	24	-1.3

Following part
item	Compound	OX1R FRET antag	STK33 kinase inh
61	CC(C)CCNC(=O)C(=O)Nc1cc2c3c(c1)CC(=O)N3CCC2	-4	0.0
62	NS(=O)(=O)c1ccc(CCNC(=O)COC(=O)/C=C/c2ccccc2Cl)cc1	15	0.7
63	CN(CCc1ccccc1)C(=O)c1ccc(NC(=O)Cc2ccc([N+](=O)[O-])cc2)cc1	0	0.2
64	CC(=O)C1=C(C)N(Cc2ccccc2)C(=O)N[C@H]1c1cccs1	23	0.3
65	COc1cccc(NC(=O)Cc2ccc(C)cc2)c1	2	-1.5
66	CCNCCNC(=O)c1c(O)c2cccc3c2n(c1=O)CCC3	2	0.4
67	N#Cc1ccccc1Sc1ccccc1C(=O)N1CCOCC1	6	1.0
68	Cc1ccc(C)c(S(=O)(=O)Nc2cc3c4c(c2)CC(=O)N4CCC3)c1	26	-0.2
69	COc1ccc(S(=O)(=O)N2CCOC23CCN(S(=O)(=O)c2cc(C)ccc2C)CC3)cc1	-1	-1.4
70	O=C(O)CCC(NC(=O)c1ccc(Cl)cc1)C(=O)O (stereo not drawn)	11	-0.5
71	CCOC(=O)CNC(=O)c1c2c(nc3ccccc13)CCCC2	1	-1.1
72	Cc1cccc(NC(=O)c2onc3c2CCCC3)c1C	29	-1.4

The list continues:
item	Compound	OX1R FRET antag	STK33 kinase inh
73	Cc1ccc(C(=O)NC2CCS(=O)(=O)C2)cc1S(=O)(=O)N1CCCCC1 (stereo not drawn)	2	0.1
74	Cn1nc([N+](=O)[O-])nc1N1CCOCC1	24	-0.5
75	CCOc1ccc(NC(=O)CC(C)S(=O)(=O)c2ccc3c(c2)NC(=O)CO3)cc1 (stereo not drawn)	-5	0.1
76	Cc1ccc(C(=O)NC2CC3CCCC(C2)N3C(=S)NCc2ccco2)cc1 (stereo not drawn)	9	1.0
77	COc1ccc(CCNC(=O)CN2C(=O)c3ccccc3S2(=O)=O)cc1OC	7	1.6
78	COc1ccc(CCC(C)N2CCOCC2)cc1 (stereo not drawn)	11	-1.5
79	Cc1cccc(C)c1NC(=S)N1CC(C)OC(C)C1 (stereo not drawn)	-3	-1.8
80	COc1ccc2ccc(OC)c(/C=N/n3cnnc3)c2c1	1	nt
81	CC(C)=C1SC(N2CCN(Cc3ccccc3)CC2)=NC1=O	8	0.5
82	CC1(C)NC(=O)N(CCCCSc2ccc(Cl)cc2)C1=O	10	-1.7
83	Cc1c(O)ccc(/C(Cc2ccc3ccccc3n2)=N\N)c1O	5	0.9
84	CC(C)c1ccc(NC(=O)C2CSC3(C)CCC(=O)N23)cc1 (stereo not drawn)	-3	-0.9

Some of these compounds in order of the OX1R FRET antag value, lowest first.
item	Molecule	OX1R FRET antag	STK33 kinase inh
75	CCOc1ccc(NC(=O)CC(C)S(=O)(=O)c2ccc3c(c2)NC(=O)CO3)cc1 (stereo not drawn)	-5	0.1
80	COc1ccc2ccc(OC)c(/C=N/n3cnnc3)c2c1	1	nt
81	CC(C)=C1SC(N2CCN(Cc3ccccc3)CC2)=NC1=O	8	0.5
82	CC1(C)NC(=O)N(CCCCSc2ccc(Cl)cc2)C1=O	10	-1.7
78	COc1ccc(CCC(C)N2CCOCC2)cc1 (stereo not drawn)	11	-1.5

Gathered by group: those above containing a nitro group on carbon
item	Compound	OX1R FRET antag	STK33 kinase inh
1	O=[N+]([O-])c1ccc(-c2cnc(SCc3ccccc3Cl)[nH]2)cc1	56	-0.1
58	O=C(Cn1cnc2cc([N+](=O)[O-])ccc2c1=O)Nc1ccc2c(c1)CCC2	19	-0.7
63	CN(CCc1ccccc1)C(=O)c1ccc(NC(=O)Cc2ccc([N+](=O)[O-])cc2)cc1	0	0.2
74	Cn1nc([N+](=O)[O-])nc1N1CCOCC1	24	-0.5

(cont.)
item	Compound	OX1R FRET antag	STK33 kinase inh
85	COc1ccc2cc1Oc1ccc(cc1)C[C@H]1c3cc(c(OC)cc3CCN1C)Oc1c(O)c(OC)cc3c1[C@H](C2)N(C)CC3	13	0.3
86	O=C(COC(=O)c1ccc(S(=O)(=O)N2CCCC2)cc1)NCc1ccc(Cl)cc1	11	-1.0
87	COC(=O)C(Cc1c[nH]c2ccccc12)NC(=O)c1cccs1 (stereo not drawn)	7	-0.3
88	CCOC(=O)N1CCN(C(=O)c2ccc3c(c2)N(C)C(=O)/C(=C\c2ccc(OCC)c(OC)c2)S3)CC1	10	0.9
89	O=C(/C=C/c1ccccc1Cl)Nn1cnc2ccccc2c1=O	9	-0.8
90	CCCn1c(=O)c(C(=O)NNC(=O)c2cccc([N+](=O)[O-])c2)c(O)c2ccccc21	24	1.9
91	CC(Oc1ccc2c(-c3ccccc3)cc(=O)oc2c1)C(=O)NCC1CCC(C(=O)O)CC1 (stereo not drawn)	18&15	-0.8&-1.8
92	COc1ccc(C(CNC(=O)c2ccc3c(c2)C(=O)N(CCC(C)C)C3=O)N2CCOCC2)cc1 (stereo not drawn)	9	-2.4
93	Cc1cc2nc(-c3ccc[nH]c3=O)n(Cc3cccc(F)c3)c2cc1C	16	-0.7
94	COc1ccc(S(=O)(=O)N2CCC(C(=O)O)(c3ccccc3)CC2)cc1	11	-1.3
95	COc1cc(-c2cc(C(=O)NCCc3ccc(S(N)(=O)=O)cc3)c3ccccc3n2)cc(OC)c1OC	6	0.1
96	O=c1sc2ccccc2n1Cc1ccccc1	10	-0.9

The results go on:
item	Compound	OX1R FRET antag	STK33 kinase inh
97	FC(F)(F)c1nnc2ccc(N3CCN(c4ccccc4)CC3)nn12	9	-1.7
98	O=C(Nc1nccs1)OCc1ccccc1	1	-2.0
99	CCOc1cc(/C=C2/C(=N)N3C(=NC2=O)SN=C3S(=O)(=O)C(C)C)ccc1OC(=O)c1ccco1	18	1.9
100	Cc1cccc(C(=O)NCC(C)NC(=O)c2cccc(C)c2)c1 (stereo not drawn)	4	-0.1
101	CCOC(=O)CC(=O)CSc1ncnc2c1nnn2-c1ccc(OC)cc1	22	-0.7
102	CCN(C(=O)c1ccc(C)c(Br)c1)c1ccccc1	41	-0.5
103	Cc1ccc(-c2csc3ncn(Cc4ccc(C(=O)O)cc4)c(=O)c23)cc1C	32	-1.0
104	O=C1NC(Cc2ccccc2)c2nc3ccc(Cl)cc3c(=O)n2-c2ccc(Cl)cc21 (stereo not drawn)	7	-0.2
105	COc1ccc(C2OCC3(CO2)SC(=O)NC3=O)cc1 (stereo not drawn)	14	-0.5
106	C[C@H](NC(=O)OCc1ccccc1)C(=O)NNC(=O)[C@H](Cc1ccccc1)NC(=O)OC(C)(C)C	14	3.1
107	CN1C(=O)C2(NCCc3c2[nH]c2ccccc32)c2ccccc21 (stereo not drawn)	13	0.0
108	Cc1cc(OCC(=O)NCCN2CCOCC2)c2c(C)c(C)c(=O)oc2c1	8	0.7
109	COc1ccccc1C(=O)NC(=S)Nc1ccc(N2CCCC2)cc1	22	-2.1

Source: PubChem BioAssay
